ERAP1 HTS inh: human ERAP1 aminopeptidase inhibitors, primary screen, biochemical, single point, plate reader; hit rate 0.15% among 340,000; AID 652197, 2013; inhibition, % at 10.7 µM; recombinant ERAP1, Leu-AMC fluorescence, 60 min; Endoplasmic reticulum aminopeptidase 1 (Homo sapiens), Q9NZ08;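 active = mean replicate inhibition of at least 30%, or all replicates individually reaching that 30% level; inactive = mean below 30% and not every replicate reaching it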;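 note: 0% = neutral control wells and 100% = L-leucinethiol positive control wells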
Target sequence (Q9NZ08 whole entry, looked up): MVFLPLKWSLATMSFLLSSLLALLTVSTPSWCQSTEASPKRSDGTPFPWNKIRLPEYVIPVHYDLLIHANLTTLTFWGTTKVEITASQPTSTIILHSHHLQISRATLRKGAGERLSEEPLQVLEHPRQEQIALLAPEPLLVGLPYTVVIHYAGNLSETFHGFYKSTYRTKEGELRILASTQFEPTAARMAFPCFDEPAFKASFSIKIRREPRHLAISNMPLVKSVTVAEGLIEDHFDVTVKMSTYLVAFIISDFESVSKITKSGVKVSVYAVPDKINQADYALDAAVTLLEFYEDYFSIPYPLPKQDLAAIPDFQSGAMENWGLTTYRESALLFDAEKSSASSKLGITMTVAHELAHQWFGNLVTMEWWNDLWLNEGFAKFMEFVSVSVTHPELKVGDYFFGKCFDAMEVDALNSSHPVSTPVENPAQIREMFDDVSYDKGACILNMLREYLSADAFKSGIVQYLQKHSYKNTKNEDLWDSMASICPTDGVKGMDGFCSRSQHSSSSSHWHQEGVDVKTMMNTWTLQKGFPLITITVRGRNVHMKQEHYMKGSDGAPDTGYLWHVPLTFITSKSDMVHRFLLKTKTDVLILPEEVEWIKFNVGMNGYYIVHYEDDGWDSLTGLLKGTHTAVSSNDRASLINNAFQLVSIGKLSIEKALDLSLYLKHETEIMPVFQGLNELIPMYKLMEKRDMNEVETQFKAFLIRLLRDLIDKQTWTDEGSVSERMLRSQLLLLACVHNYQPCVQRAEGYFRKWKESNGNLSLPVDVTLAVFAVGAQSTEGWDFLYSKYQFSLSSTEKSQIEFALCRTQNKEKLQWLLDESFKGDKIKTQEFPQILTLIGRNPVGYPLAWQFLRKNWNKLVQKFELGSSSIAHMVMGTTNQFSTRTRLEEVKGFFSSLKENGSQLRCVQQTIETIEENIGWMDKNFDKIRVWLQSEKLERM
miR-122 sensor: miR-122 Renilla sensor signal increase in Huh7, primary screen, miR-122 inhibitor project, cell-based, single point, plate reader; Huh7 miR-122 Renilla luciferase sensor, 48 h; neutral wells = 0, positive control = 100; activation (reporter increase), % at 12.5 µM; hit rate 0.3% among 340,000;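 active = mean replicate activation score at least 90 and every replicate individually at or above 90; inconclusive = only one of the two criteria met; inactive = neither criterion met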;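 note: higher luciferase means less miR-122 activity so hits act as miR-122 inhibitors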
DENV2 CPE: inhibitors of DENV2 cytopathic effect, primary screen, cell-based, plate reader, single concentration; DENV2-infected cells, cytopathic effect rescue; CPE inhibition, % at 9.99 µM; hit rate 1.7% among 350,000; AID 651640, 2012; in the data active = CPE inhibition above about 20%, passing the limit was not always enough; inconclusive = no clear call, values can overlap the other calls; tested in BHK-21 cells;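 note: 0% = median of neutral control wells and 100% = median of positive control wells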
SIRT5 inh: SIRT5 desuccinylase inhibitors, primary screen, biochemical, fluorescence imaging, single point, set 5; AID 652115, 2013; inhibition, % at 15 µM; hit rate 1.1% among 330,000; NAD-dependent protein deacylase sirtuin-5, mitochondrial (Homo sapiens), Q9NXA8; Purified SirT5, succinyl-peptide AMC, trypsin-coupled fluorescence; in the data active = inhibition above about 15%; inconclusive = no clear call, values can overlap the other calls
Casp6 inh: human caspase-6 inhibitors, primary screen, biochemical, VEID-R110 fluorescence, single point, set 2; P55212; purified caspase-6, Z-VEID-R110 cleavage fluorescence; inhibition, % at 12.5 µM; hit rate 0.53% among 350,000; AID 686996, 2013;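 active = mean inhibition across replicates at least about 35%, with every replicate also reaching that limit, limit read from the data; inconclusive = only one of the two criteria met; inactive = neither criterion met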;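 note: 0% = median of neutral control wells and 100% = no fluorescence left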
ERp5 inh: inhibitors of ERp5-driven insulin aggregation, primary screen, biochemical, turbidity, absorbance 650 nm, single point; Protein disulfide-isomerase A6 (Homo sapiens), Q15084; 90 min; inhibition, % at 9.99 µM; hit rate 0.05% among 350,000;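 active = mean replicate inhibition above about 25%, with every replicate also reaching it, limit read from the data, passing the limit was not always enough; inconclusive = only one of those two criteria met; inactive = neither criterion met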
CFTR F508del cor: F508del CFTR correction, initial screen, CFBE line, single point; activity (quench increase), % at 7.58 µM; hit rate 0.36% among 350,000; CFBE cells, YFP halide quenching; stimulated with forskolin plus potentiator P3; % fluorescence drop versus neutral controls; AID 720511, 2013;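 active = mean added fluorescence quench of at least 8% versus neutral control, with both replicates also reaching 8%; inconclusive = only one of the mean or replicate conditions met; inactive = mean below 8% and not both replicates reaching 8%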;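 note: cells transiently co-express mutant CFTR-F508del with the halide-sensitive YFP; corrector assay measuring rescue of mutant channel to the surface after 24 h compound exposure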
Numbers without * were called inactive; ? = inconclusive; / = not tested or not shown; [ ] = another dose, or the depositor's remark.

SMILES | ERAP1 HTS inh | miR-122 sensor | DENV2 CPE | SIRT5 inh | Casp6 inh | ERp5 inh | CFTR F508del cor
COc1ccccc1-c1ccc2n(c1=O)C[C@H]1[C@H](CO)[C@@H](C(=O)N3CCN(C)CC3)[C@@H]2N1CC1CC1 | 0.0 | -5.1[16.7 µM] | 4.7 | -2.8 | -3.1 | 4.0 | -2.4
Cc1cc(C)c2nc(N(CCN(C)C)C(=O)c3ccc4ccccc4c3)sc2c1 | -1.0 | -4.2 | -6.2 | -7.8 | -3.2 | -6.0 | 1.1
CCN1CCN(c2ccc(S(=O)(=O)N3CCOCC3)cc2NC(=O)c2ccc(C(F)(F)F)cc2)CC1 | -0.6 | -2.1 | 0.4 | -2.4 | -0.8 | 0.1 | 2.3
CCN(CC)c1ccc(C=NN2CCCCCC2)cc1 | -4.1 | 3.4 | -0.6 | -6.0 | 1.7 | -3.6 | 3.1
Cc1ccccc1S(=O)(=O)NCC[C@@H]1CC[C@@H](NC(=O)C2CCC2)[C@@H](CO)O1 | 2.3 | / | 7.1 | -0.4 | -1.6 | 2.3 | 1.9
CC(=O)Nc1cccc(C(=O)Nc2nc(C)cs2)c1 | -1.4 | 2.1 | -2.2 | 6.7 | -9.0 | 0.0 | 3.4
Cc1cc(NC(=O)CSc2nc3ccccc3cc2C#N)no1 | 5.2 | -3.0 | 6.5 | -2.4 | -2.3 | 0.0 | -1.2
Cc1ccc(CNC(=O)COC(=O)CCCOc2ccc(Cl)cc2Cl)cc1 | -1.1 | -8.8 | -1.9 | -2.1 | 0.7 | -3.5 | 1.6
C[C@@H]1CCCCO[C@H](CN(C)C(=O)Nc2ccc(C(F)(F)F)cc2)[C@@H](C)CN([C@@H](C)CO)C(=O)c2cc(NC(=O)Cc3ccccc3)ccc2O1 | / | -8.5[16.7 µM] | 42.2* | / | / | / | -2.1
CCOC(=O)Cc1cn(C(=O)OC(C)(C)C)c2ccccc12 | / | -1.5 | -12.1 | / | 0.0 | -3.1 | -0.3
COc1cc(OC)cc(-c2nc3nc(C)c(CCC(=O)NCC(OC)OC)c(C)n3n2)c1 | 3.2 | / | 7.4 | 1.1 | 3.9 | 1.8 | /
Cc1ccc(S(=O)(=O)NCC(=O)OCC(=O)NCc2ccc3c(c2)OCO3)cc1 | 2.5 | -3.6 | -10.9 | 0.7 | 2.0 | -3.9 | -1.8
CC(C)(C)OC(=O)C[C@H]1C/C=C\C[C@@H](CC(=O)N[C@@H](CO)Cc2ccccc2)C(=O)NCCOC1=O | -0.8 | 4.6 | 2.2 | / | 2.8 | 1.7 | -2.0
CC(C)NCC(O)c1ccc2ccccc2c1 (stereo not drawn) | -0.8 | -4.8 | -5.9 | -4.1 | 4.6 | -5.8 | 5.6
O=C(OCC(=O)N1c2ccccc2Sc2ccccc21)c1cccnc1 | -0.8 | / | 2.8 | 1.4 | -0.4 | 0.9 | 0.2
Nc1cccc(-c2cncc(N3CCN(Cc4ccccn4)CC3)n2)c1 | -0.1 | 0.5 | 5.1 | -0.4 | 0.6 | -2.4 | -2.9
O=C(O)c1cccc(S(=O)(=O)N(Cc2ccccc2)c2ccccc2Cl)c1 | -2.5 | -2.5 | 0.5 | -3.5 | 0.4 | 2.8 | -2.4
Cn1c(N)c(C(=O)COC(=O)c2ccccc2C(=O)c2ccc(Cl)cc2)c(=O)n(C)c1=O | -0.1 | 38.6 | 5.4 | / | -1.8 | -5.3 | 1.3
COc1ccccc1NS(=O)(=O)c1ccc(C)c(C(=O)NC2CCN(Cc3ccccc3)CC2)c1 | -1.6 | 12.0 | ? | 0.1 | 1.0 | -1.0 | 1.8
O=C(O)c1ccccc1Nc1ccccc1C(=O)O | 1.5 | -8.4 | -2.6 | 0.6 | 0.8 | -0.3 | -1.8
CC(=O)Nc1ccc(OCCOc2ccc(NC(C)=O)cc2)cc1 | -1.7 | 0.2 | -3.5 | -2.2 | -2.9 | -0.6 | 1.2
C[C@H](CO)N1C[C@H](C)[C@@H](CN(C)C(=O)NC2CCCCC2)OCCCC[C@H](C)Oc2ccc(NS(=O)(=O)c3cn(C)cn3)cc2C1=O | 3.1 | 3.1[16.7 µM] | -1.1 | -1.5 | 0.5 | -5.2 | 0.3
N#Cc1cccc(-c2csc(C(O)c3ccc(F)cc3)n2)c1 (stereo not drawn) | 4.8 | -3.1 | -1.5 | 6.9 | 2.9 | -1.2 | -0.7
c1ccc(CN2CCCC3(CCCN(Cc4nc(CC5CC5)no4)C3)C2)cc1 (stereo not drawn) | / | -2.0 | ? | -2.1 | 1.0 | -2.9 | 2.4
CC1C(=O)C(C)C(c2cccc(Br)c2)NC1c1cccc(Br)c1 (stereo not drawn) | 1.0 | -0.9 | -4.6 | -2.6 | -0.7 | 2.9 | 1.3
CCN(Cc1ccc(OC)c(F)c1)C(=O)CCl | 2.5 | / | / | -2.1 | 6.0 | 4.1 | -5.4
CCCC#Cc1cnc2c(c1)C(=O)N([C@@H](C)CO)C[C@H](C)[C@@H](CN(C)C(=O)Nc1cc(F)ccc1F)O2 | 0.1 | 27.1[16.7 µM] | -2.2 | -0.6 | 2.7 | -3.9 | -1.1
CC1CCN(C(=O)CCc2ccc(Oc3cc([N+](=O)[O-])cc([N+](=O)[O-])c3)cc2)CC1 | -0.1 | / | -2.3 | -0.8 | 6.2 | 6.7 | /
C[C@@H]1CN([C@@H](C)CO)C(=O)c2cc(NC(=O)Nc3ccc(C(F)(F)F)cc3)ccc2O[C@@H](C)CCCCO[C@H]1CN(C)C(=O)Cc1ccccc1 | -1.1 | -8.6[16.7 µM] | -4.5 | 3.7 | 0.1 | 4.4 | 7.1
Cc1cc(N2CCOCC2)ccc1/C=C1/SC(=O)NC1=O | -3.2 | / | 9.8 | 2.0 | 4.6 | -0.7 | /
COc1ccc(NC(=O)CCC(=O)Nc2cc(OC)c(NC(=O)c3cccs3)cc2OC)cc1 | -1.8 | 1.4 | 0.6 | -3.9 | -0.5 | 5.8 | 1.4
COc1ccccc1CNS(=O)(=O)N(C)C | 3.6 | -6.3 | -5.3 | -6.0 | -0.6 | -11.6 | 3.0
C/C=C/c1ccc2c(c1)O[C@H](CN(C)C(=O)Nc1ccc(C(F)(F)F)cc1)[C@H](C)CN([C@@H](C)CO)S2(=O)=O | 0.6 | 33.7[16.7 µM] | -2.8 | 9.2 | 0.8 | 9.2 | 2.8
COCCN(C)C(=O)CCc1nnc(Cc2ccc(-c3ccccc3)cc2)o1 | 0.9 | -8.4 | -4.7 | -5.4 | -0.3 | -1.7 | 0.7
C[C@@H]1CN([C@@H](C)CO)C(=O)c2cc(NC(=O)Cc3ccccc3)ccc2O[C@H]1CN(C)Cc1ccc2c(c1)OCO2 | -0.6 | 10.9[16.7 µM] | -1.5 | 0.8 | 5.6 | 1.4 | -1.0
CCN(CC)C(=O)Cn1nc(-c2ccncc2)nc1SCC(=O)Nc1ccc(OC)cc1 | -1.2 | / | 6.4 | 0.4 | -0.5 | -2.0 | -1.6
Cn1ccc(CC(=O)N2CCC(N3CCC(C(=O)N4CCCC4)CC3)CC2)c1 | -0.5 | -1.0 | -2.9 | -1.4 | -21.9 | -1.6 | -2.5
COc1ccc(CNC(=O)C[C@H]2C(=O)N(Cc3ccc(OC)cc3)C[C@@H]2Cc2ccccc2)cc1 | -2.3 | 2.3 | -1.2 | / | 1.0 | 6.8 | -5.1
Cc1ccc(NC(=O)COC(=O)CNC(=O)C2CCCCC2)cc1S(=O)(=O)N(C)C | -1.3 | 78.0 | -3.6 | / | -2.4 | 1.9 | -2.6
COc1cccc(CNC(=O)C2CCC(CNS(=O)(=O)c3cccc4nsnc34)CC2)c1 (stereo not drawn) | 4.5 | -2.2 | 9.1 | -3.4 | 2.1 | 4.0 | -0.7

Single values from the entries so far.
Result for C[C@@H]1CN([C@@H](C)CO)C(=O)c2cc(NC(=O)Cc3ccccc3)ccc2O[C@H]1CN(C)Cc1ccc2c(c1)OCO2 under SIRT5 inh: 0.8
Result for CCCC#Cc1cnc2c(c1)C(=O)N([C@@H](C)CO)C[C@H](C)[C@@H](CN(C)C(=O)Nc1cc(F)ccc1F)O2 under ERAP1 HTS inh: 0.1
Result for CC(=O)Nc1ccc(OCCOc2ccc(NC(C)=O)cc2)cc1 under miR-122 sensor: 0.2
Result for C[C@@H]1CN([C@@H](C)CO)C(=O)c2cc(NC(=O)Nc3ccc(C(F)(F)F)cc3)ccc2O[C@@H](C)CCCCO[C@H]1CN(C)C(=O)Cc1ccccc1 under DENV2 CPE: -4.5

(next part)
SMILES | ERAP1 HTS inh | miR-122 sensor | DENV2 CPE | SIRT5 inh | Casp6 inh | ERp5 inh | CFTR F508del cor
O=C(COC(=O)CNC(=O)C1CCCCC1)NCc1ccccc1 | 3.0 | 3.7 | 14.1 | -4.0 | -0.5 | -4.8 | 0.3
CCN(CC)c1cc(C)c2cc(NC(=O)c3ccccc3OC)ccc2n1 | -2.5 | -4.3 | -2.4 | -4.0 | 3.2 | -2.8 | 5.2
Cc1cc(C(=O)NNS(=O)(=O)c2cc(C(=O)O)ccc2Cl)c(C)n1-c1ccccc1 | 1.6 | 4.7 | 8.4 | 3.5 | 31.2 | -7.1 | -3.2
Cc1nn(-c2ccccc2)c(C)c1/C=N/NC(=O)c1cc(O)cc(O)c1 | -1.7 | -0.1 | 1.9 | 4.3 | 1.9 | 16.1 | -1.4
CC(=O)C12OC1CC1C3CCC4=CC(=O)CCC4(C)C3CCC12C (stereo not drawn) | -8.2 | / | -5.3 | 1.3 | -0.4 | 2.2 | 2.1
O=C1NC(Cc2ccccc2)c2nc3ccc(Cl)cc3c(=O)n2-c2cc(Cl)ccc21 (stereo not drawn) | / | / | -11.7 | / | -0.2 | 2.7 | -1.8
CCOC(=O)C1=CCN(S(=O)(=O)c2ccc(Cl)cc2)C1c1ccc(C)cc1 (stereo not drawn) | 0.8 | -0.7 | 12.9 | -3.6 | -1.0 | 1.5 | 1.0
COc1cccc(C(=O)c2cc3cc(Cl)ccc3[nH]2)c1 | -1.9 | 0.9 | 3.9 | -0.4 | -0.1 | -2.4 | 0.8
COc1cc(CN2CC3(CN(C(=O)CN4CCOCC4)C3)c3c(n(C)c4cc(OC)ccc34)[C@H]2CO)cc(OC)c1 | 0.6 | / | 0.1 | 0.4 | -1.4 | 0.8 | 1.8
COC(CNC(=O)C1CCC(CNS(=O)(=O)c2c(C)cc(C)cc2C)CC1)OC (stereo not drawn) | -0.3 | -3.5 | 1.5 | -3.0 | 5.3 | 7.3 | 0.2
COc1cc(/C=C/C(=O)OCC(=O)NC(=O)NC2CCCCC2C)ccc1OC(F)F (stereo not drawn) | -1.0 | -0.6 | -2.0 | 5.3 | -1.6 | 6.7 | -1.6
CCOC(=O)N1CCC(NC(=O)c2cc(C(=O)Nc3ccc(S(=O)(=O)N4CCOCC4)cc3)ccc2CO)CC1 | -1.1 | / | -1.7 | -0.6 | 0.0 | 4.3 | -4.1
COc1ccc(S(=O)(=O)Nc2ccc(C(N)=O)cc2)cc1C(=O)N1CCCCCC1 | -2.3 | / | -2.3 | -0.4 | 0.4 | 3.5 | 2.1
O=C(COc1ccc(F)cc1)Nc1c(C(=O)N2CCC(N3CCCCC3)CC2)oc2ccccc12 | -4.3 | -9.2 | 16.2 | -0.6 | -17.5 | 1.9 | 0.6
Cc1ccccc1NC(=O)CSc1nnc2ccc(-c3ccncc3)nn12 | 1.5 | -4.2 | 0.0 | -1.3 | 7.1 | -1.4 | -1.4
CN(C)C(=O)c1cccc(-c2cc(NC=O)c3ncc(-c4ccc(F)cc4)n3c2)c1 | 10.5 | -5.6 | 13.4 | -12.0 | -1.4 | -0.3 | -1.4

An excerpt from above with just ERAP1 HTS inh:
SMILES,ERAP1 HTS inh
Cc1cc(C(=O)NNS(=O)(=O)c2cc(C(=O)O)ccc2Cl)c(C)n1-c1ccccc1,1.6
Cc1nn(-c2ccccc2)c(C)c1/C=N/NC(=O)c1cc(O)cc(O)c1,-1.7
